High-throughput results as filed in PubChem BioAssay.
RMI FANCM FP – blocks RMI1/RMI2 complex binding to FANCM MM2 peptide | Fluorescence polarization, RMI core complex with F-MM2 peptide; active compounds read low | FP signal (polarization) at 33 µM | hit rate 0.58% among 70,000 | AID 1159607; in the data active = FP signal below about 40; note: inactives centre near 61; strong numbers were not always called active; unit not given here
The depositor's hits bear a star. A portion of the library. The share of hits here may be higher or lower than overall.

Cc1ccc(C(=O)NCC(c2ccc(N(C)C)cc2)N2CCN(C)CC2)cc1 (stereo not drawn) was read as RMI FANCM FP 61.
Screening CNC(=O)c1ccsc1NC(=O)c1ccc(C)cc1 returned RMI FANCM FP 76.
COc1ccc(OCCC(=O)O)cc1 was read as RMI FANCM FP 44.
Cc1nc(-n2nc(-c3cccs3)cc2NC(=O)c2ccc(S(=O)(=O)N(C)C)cc2)[nH]c(=O)c1C was read as RMI FANCM FP 65.
Screening O=C(NC(=S)Nc1cccc(C(F)(F)F)c1)c1c(F)cccc1F returned RMI FANCM FP 64.
Screening CCOC(=O)c1c(C(C)(C)C)oc2ccc(OCc3ccc(Cl)c(Cl)c3)cc12 returned RMI FANCM FP 59.
`COc1ccc(S(=O)(=O)Nc2ccc(S(=O)(=O)Nc3nc(OC)cc(OC)n3)cc2)cc1` gave RMI FANCM FP 59.
COC(=O)c1sc2cc(-c3ccc(F)cc3)sc2c1C was read as RMI FANCM FP 57.
Screening CCCCOc1ccc(-c2cc3c(=O)n(Cc4nc(-c5ccccc5Cl)no4)ccn3n2)cc1 returned RMI FANCM FP 110.
`COC(=O)c1ccc(C(=O)Nc2nc3cc4c(cc3s2)OCCO4)cc1` gave RMI FANCM FP 71.
O=S(=O)(c1ccc(Cl)c(C(F)(F)F)c1)N1CCN(c2ccccc2F)CC1 was read as RMI FANCM FP 76.
`COc1ccc(CNC(=O)CSc2ncc(S(=O)(=O)c3cccs3)c(N)n2)cc1` gave RMI FANCM FP 67.
Screening C=CCN1C(=O)C(C)(C)COc2ccc(NC(=O)c3c(F)cccc3Cl)cc21 returned RMI FANCM FP 70.
For CSc1scc(-c2cccs2)c1CNC(=O)c1ccccc1Cl the results were RMI FANCM FP 60.
`O=S(=O)(Cc1ccccc1)NCCc1ccc(N2CCCC2)cc1` gave RMI FANCM FP 73.
For COc1ccc(C)cc1NC(=O)C(=O)NCCN1CCN(c2ccccc2F)CC1 the results were RMI FANCM FP 70.
`COc1ccc2nc(-c3cccc(NC(=O)Nc4ccc(F)cc4)c3)cn2n1` gave RMI FANCM FP 76.
For CCc1cccc(CC)c1-n1c(CNC(=O)C23CC4CC(CC(C4)C2)C3)nnc1SC(C)CC (stereo not drawn) the results were RMI FANCM FP 59.
Screening Cc1cc(C)c2c(n1)nn1c(NCc3ccc(Cl)cc3Cl)cc(C)nc21 returned RMI FANCM FP 60.
For COc1ccc(-c2cc(C(=O)Nc3ccc(Cl)cn3)no2)cc1 the results were RMI FANCM FP 78.
Screening O=c1nc(-c2ccc(Cl)cc2)oc2ccccc12 returned RMI FANCM FP 61.
O=C(CN1CCc2ccccc21)Nc1scc2c1c(=O)oc1ccccc12 was read as RMI FANCM FP 53.
O=C(NCc1cccs1)C(=O)Nc1ccccc1[N+](=O)[O-] was read as RMI FANCM FP 54.
For COc1ccc(N2CCN(c3ncnc4sc5c(c34)CCCCC5)CC2)cc1 the results were RMI FANCM FP 80.
O=C(c1ccccc1)n1ccc(-c2cccs2)n1 was read as RMI FANCM FP 56.
Cc1cc(NC(=O)c2cc(Cl)sc2Cl)n(C)n1 was read as RMI FANCM FP 60.
COC(=O)C1CCN(C(=O)C2CCc3sc(NC(=O)c4ccc(F)cc4)nc32)CC1 (stereo not drawn) was read as RMI FANCM FP 56.
Screening C=CCOc1ccc(-c2nn(-c3ccccc3)cc2/C=c2\sc3ncnn3c2=O)cc1C returned RMI FANCM FP 7.
For CC(=O)Nc1cc(N2CC(C)CC(C)C2)c(F)cc1[N+](=O)[O-] (stereo not drawn) the results were RMI FANCM FP 53.
Screening COC(=O)C1SCCN1C(=O)c1cc(-c2ccc(Cl)cc2)oc1C (stereo not drawn) returned RMI FANCM FP 54.
COc1ccc(S(=O)(=O)Nc2cccc(-c3ccc4nnc(C)n4n3)c2)c(OC)c1 was read as RMI FANCM FP 68.
Screening N#Cc1ccc(N2CCN(S(=O)(=O)c3cccc4nonc34)CC2)cc1 returned RMI FANCM FP 61.
For Cc1ccc(N2CC(NC(=O)Nc3cc(Cl)ccc3C)CC2=O)cc1 (stereo not drawn) the results were RMI FANCM FP 58.
`N/C(CSc1ccccn1)=N/OCc1c(F)cccc1Cl` gave RMI FANCM FP 58.
Cc1nn(CC(=O)Nc2ccc(OC(F)(F)F)cc2)c(=O)c2c1cnn2C(C)(C)C was read as RMI FANCM FP 67.
For CN(C)c1ccc(CCCNC(=O)C(=O)NCc2cccs2)cc1 the results were RMI FANCM FP 77.
`COCCn1c(=NC(=O)c2cc(-c3cccs3)nc3ccccc23)sc2cc(C(=O)OC)ccc21` gave RMI FANCM FP 60.
`Cc1cccc(-c2nnc(N)o2)c1` gave RMI FANCM FP 68.
CCOC(CNC(=O)c1c(O)nc2sccn2c1=O)OCC was read as RMI FANCM FP 54.
For COc1cc(C)c(C)cc1S(=O)(=O)Nc1ccc2c(c1)NC(=O)C(C)(C)CO2 the results were RMI FANCM FP 64.
Screening CC1CC(C)CN(CC(O)COCCOc2ccc(Cl)cc2)C1 (stereo not drawn) returned RMI FANCM FP 68.
COc1ccc(CCNC(=O)Cn2cnc3c(cnn3C3CCS(=O)(=O)C3)c2=O)cc1OC (stereo not drawn) was read as RMI FANCM FP 64.
Screening COc1cc(OC)cc(C(=O)Nc2ccc3c(c2)CN(C(=O)c2ccco2)CC3)c1 returned RMI FANCM FP 67.
COc1ccc(-c2noc(Cn3cnc4c(nnn4Cc4cccc(F)c4)c3=O)n2)cc1 was read as RMI FANCM FP 76.
Screening O=C(Cn1c2ccc(F)cc2c2ncn(Cc3ccccc3)c(=O)c21)Nc1ccc2c(c1)OCCO2 returned RMI FANCM FP 109.
For COc1cc(OC)cc(N2C(=O)C3N=NN(Cc4nc(-c5ccc(OC(C)C)cc5)no4)C3C2=O)c1 (stereo not drawn) the results were RMI FANCM FP 60.
For Cc1c(C(=O)N2CC(=O)Nc3ccc(F)cc3C2c2ccccc2)cccc1[N+](=O)[O-] (stereo not drawn) the results were RMI FANCM FP 65.
N#CCC(=O)c1ccsc1 was read as RMI FANCM FP 56.
Screening C=CCn1c(COc2ccc(Br)cc2)nnc1SCC(=O)C(C)(C)C returned RMI FANCM FP 61.
Screening O=C(O)c1ccc(OCc2ccc3ccccc3n2)cc1 returned RMI FANCM FP 66.
`O=C(Cc1nc(O)cs1)c1ccccc1` gave RMI FANCM FP 60.
`Cc1ccc(Cc2nnc(NC(=O)/C=C/c3cccs3)o2)cc1C` gave RMI FANCM FP 65.
`CCOC(=O)N1CCN(C(c2cccc(OC)c2)c2c(O)cc(C)n(Cc3ccco3)c2=O)CC1` (stereo not drawn) gave RMI FANCM FP 56.
Cc1ccc(C)c2sc(NC(=O)C3COc4ccccc4O3)nc12 (stereo not drawn) was read as RMI FANCM FP 57.
Screening S=c1c2ccccc2oc2ccccc12 returned RMI FANCM FP 48.
O=C(Nc1ccc2c(c1)N(C(=O)C1CC1)CC2)c1ccc2c(c1)OCO2 was read as RMI FANCM FP 66.
`CC(=O)N1CCc2ccc(NS(=O)(=O)c3ccc(C)s3)cc2C1` gave RMI FANCM FP 72.
For S=c1[nH]nc(CCn2c3ccccc3c3ccccc32)n1Cc1ccco1 the results were RMI FANCM FP 55.
For CCOC(=O)NC(=O)/C(C#N)=C/c1ccc(N(C)C)cc1 the results were RMI FANCM FP 215.
Screening CN(CCO)S(=O)(=O)c1ccc2c(c1)C(=O)c1ccccc1C2=O returned RMI FANCM FP 59.

At a glance, part of the list above.
For COc1cc(OC)cc(N2C(=O)C3N=NN(Cc4nc(-c5ccc(OC(C)C)cc5)no4)C3C2=O)c1 (stereo not drawn) the results were RMI FANCM FP 60.
For Cc1c(C(=O)N2CC(=O)Nc3ccc(F)cc3C2c2ccccc2)cccc1[N+](=O)[O-] (stereo not drawn) the results were RMI FANCM FP 65.
N#CCC(=O)c1ccsc1 was read as RMI FANCM FP 56.
Screening C=CCn1c(COc2ccc(Br)cc2)nnc1SCC(=O)C(C)(C)C returned RMI FANCM FP 61.
Screening O=C(O)c1ccc(OCc2ccc3ccccc3n2)cc1 returned RMI FANCM FP 66.
`O=C(Cc1nc(O)cs1)c1ccccc1` gave RMI FANCM FP 60.

7 entries drawn at random from the list so far:
COC(=O)c1sc2cc(-c3ccc(F)cc3)sc2c1C was read as RMI FANCM FP 57.
Screening CC1CC(C)CN(CC(O)COCCOc2ccc(Cl)cc2)C1 (stereo not drawn) returned RMI FANCM FP 68.
For COc1ccc(N2CCN(c3ncnc4sc5c(c34)CCCCC5)CC2)cc1 the results were RMI FANCM FP 80.
For COc1cc(OC)cc(N2C(=O)C3N=NN(Cc4nc(-c5ccc(OC(C)C)cc5)no4)C3C2=O)c1 (stereo not drawn) the results were RMI FANCM FP 60.
For CN(C)c1ccc(CCCNC(=O)C(=O)NCc2cccs2)cc1 the results were RMI FANCM FP 77.
COc1ccc(S(=O)(=O)Nc2cccc(-c3ccc4nnc(C)n4n3)c2)c(OC)c1 was read as RMI FANCM FP 68.
`CCOC(=O)N1CCN(C(c2cccc(OC)c2)c2c(O)cc(C)n(Cc3ccco3)c2=O)CC1` (stereo not drawn) gave RMI FANCM FP 56.

The listing picks up, starting two compounds before the break.
For CCOC(=O)NC(=O)/C(C#N)=C/c1ccc(N(C)C)cc1 the results were RMI FANCM FP 215.
Screening CN(CCO)S(=O)(=O)c1ccc2c(c1)C(=O)c1ccccc1C2=O returned RMI FANCM FP 59.
O=S(=O)(NCCOc1ccc2c(c1)OCO2)c1ccccc1F was read as RMI FANCM FP 61.
Screening CN1CCN(S(=O)(=O)c2cc3cc(Br)ccc3oc2=O)CC1 returned RMI FANCM FP 60.
For O=C(O)Cc1cc(=O)[nH]c2ccccc12 the results were RMI FANCM FP 58.
CCc1nnc(C2CCN(C(=O)NC(C)(C)C)CC2)s1 was read as RMI FANCM FP 60.
Screening CN1CCCc2cc(C(CNS(=O)(=O)c3cccc4ccccc34)N(C)C)ccc21 (stereo not drawn) returned RMI FANCM FP 61.
`CCOC(=O)c1ccc2nc(NC(=O)c3cccc(N4C(=O)CCC4=O)c3)sc2c1` gave RMI FANCM FP 69.
CS(=O)(=O)c1cccc(-c2nnc(NC(=O)c3ccc([N+](=O)[O-])s3)o2)c1 was read as RMI FANCM FP 64.
Screening O=C(Nc1ccc2c(=O)c3cccc(F)c3oc2c1)c1ccc([N+](=O)[O-])cc1 returned RMI FANCM FP 73.
For N#Cc1c(-c2cccs2)cc(-c2ccc([N+](=O)[O-])cc2)nc1OCC(=O)c1ccccc1 the results were RMI FANCM FP 60.
CC(=O)O[C@]1(C(C)=O)CCC2C3C[C@H](C)C4=CC(=O)CC[C@]4(C)C3CC[C@@]21C (stereo partly drawn) was read as RMI FANCM FP 49.
Cc1nc(SCc2ccccc2F)[nH]c(=O)c1CC(=O)N1CCc2ccccc2C1 was read as RMI FANCM FP 63.
For O=C(COc1ccccc1)Nc1ccccc1-c1nc2ccccc2[nH]1 the results were RMI FANCM FP 69.
COc1ccc(Cl)c2sc(NC(=O)C3CCCCN3S(C)(=O)=O)nc12 (stereo not drawn) was read as RMI FANCM FP 67.
`COc1ccc(-c2ccc(NC(=O)Cc3ccc(OC)c(OC)c3)cc2)nn1` gave RMI FANCM FP 56.
`O=[N+]([O-])c1ccc(C(Nc2ccccn2)c2ccc3cccnc3c2O)cc1` (stereo not drawn) gave RMI FANCM FP 57.
`COC(=O)c1ccccc1S(=O)(=O)NC1C2(C)CCC(C2)C1(C)C` (stereo not drawn) gave RMI FANCM FP 60.
Cc1nc(-c2ccccn2)nc(N(C)c2ccccc2)c1Cl was read as RMI FANCM FP 57.
`COc1ccc(OC)c(COCC(O)CN2CCN(c3ccccc3F)CC2)c1` (stereo not drawn) gave RMI FANCM FP 62.
`O=C(Nc1nnc(-c2ccc(Br)cc2)o1)c1cc(Cl)ccc1[N+](=O)[O-]` gave RMI FANCM FP 61.
For O=C(Nc1ccccc1C(F)(F)F)c1cc([N+](=O)[O-])cc([N+](=O)[O-])c1 the results were RMI FANCM FP 59.
For COc1ccc(-c2cc(=O)n(C(C)C(=O)c3ccc(C)cc3)cn2)cc1 (stereo not drawn) the results were RMI FANCM FP 67.
`Cc1c(Cl)ccc(S(=O)(=O)Nc2ccccc2C(=O)O)c1Cl` gave RMI FANCM FP 63.
Cc1cc(NC(=O)Cn2cnc3c(cnn3C(C)(C)C)c2=O)no1 was read as RMI FANCM FP 60.
Screening O=C(Nc1ccc(OC(F)(F)F)cc1)Nc1cc(-c2cccs2)[nH]n1 returned RMI FANCM FP 58.
`CCOC(=O)c1ccsc1NC(=O)CSc1ccc(F)cc1` gave RMI FANCM FP 71.
`COc1cccc(NC(=O)C2CCN(S(C)(=O)=O)CC2)c1` gave RMI FANCM FP 65.
Screening CCOc1cc(-c2nnc(NC(=O)c3cc(OC)c(OC)c(OC)c3)o2)cc(OCC)c1OCC returned RMI FANCM FP 61.
Screening Cc1ccc(NC(=S)NC(C)(C)C)c([N+](=O)[O-])c1 returned RMI FANCM FP 50.
`Cn1nccc1C(=O)Nc1nc(-c2ccncc2)cs1` gave RMI FANCM FP 71.
Screening O=C(O)c1ccc(OCc2ccccc2)cc1 returned RMI FANCM FP 53.
FC(F)(F)C1(NC2(C(Cl)(Cl)Cl)Oc3ccccc3O2)Oc2ccccc2O1 was read as RMI FANCM FP 62.
For Cc1cc(NC(=O)c2ccc(Cl)cc2)on1 the results were RMI FANCM FP 68.
Screening O=S(=O)(Cc1ccc(Cl)cc1)N1CCN(c2ncccn2)CC1 returned RMI FANCM FP 54.
Screening COc1cc(NC(=O)C(c2ccccc2)C2CCCC2)cc(C(F)(F)F)c1 (stereo not drawn) returned RMI FANCM FP 56.
Screening O=c1[nH]nc(Sc2ncccc2C(F)(F)F)n1C1CCCCC1 returned RMI FANCM FP 57.
COC(=O)c1sc2ccccc2c1NC(=O)c1cccc([N+](=O)[O-])c1 was read as RMI FANCM FP 62.
`O=C(O)CNc1ncnc2oc(-c3ccccc3)c(-c3ccccc3)c12` gave RMI FANCM FP 61.
N#CC(CCC(=O)O)(CCC(=O)O)S(=O)(=O)c1ccccc1 was read as RMI FANCM FP 62.
Screening COc1ccccc1N1CCN(CCNC(=O)C(=O)Nc2ccon2)CC1 returned RMI FANCM FP 64.
Screening COc1cn(C)c(C(=O)Nc2ccc(C)c(F)c2)cc1=O returned RMI FANCM FP 63.
Screening O=C(Cc1ccc(F)cc1)NNC(=O)c1ccc(=O)n(Cc2ccc(Cl)cc2)c1 returned RMI FANCM FP 60.
`O=C(/C=C/c1cccs1)Nc1cccc2c(NC(=O)/C=C/c3cccs3)cccc12` gave RMI FANCM FP 91.
`CSc1nsc(SC)c1CSc1ccc(Cl)cc1` gave RMI FANCM FP 56.
